NCI-60 one-dose screen, 48 h, at 10 µM unless noted. Numbers give growth in % (100 = growth as untreated, 0 = no growth, -100 = all killed).
DU-145: DU-145 prostate cancer | hit rate 4.2% among 81,000 | AID 1794760
OVCAR-4: OVCAR-4 ovarian cancer cells; hit rate 3.7% among 80,000; AID 1794784
NCI/ADR-RES: NCI/ADR-RES ovarian cells; AID 1794790; hit rate 4.4% among 81,000
IGROV1: IGROV1 ovarian cancer. hit rate 4.7% among 79,000
OVCAR-3: OVCAR-3 ovarian cancer | hit rate 7% among 79,000
OVCAR-8: OVCAR-8 ovarian cancer; hit rate 4.4% among 81,000; AID 1794782
SK-OV-3: SK-OV-3 ovarian cancer cells. hit rate 3.2% among 80,000. AID 1794785
OVCAR-5: OVCAR-5 ovarian cancer; hit rate 2.9% among 82,000; AID 1794783
Numbers without * were called inactive; x = not tested or not shown; & = joins results of further samples. How the source made its calls: active means growth percent below 10; inactive means the rest.

Preview:
SMILES	DU-145	OVCAR-4	NCI/ADR-RES	IGROV1	OVCAR-3	OVCAR-8	SK-OV-3	OVCAR-5
COc1cc(-c2nn(C(C)(C)C)cc2-c2ccnc(NCCCNS(=O)(=O)c3ccc(C(F)(F)F)cc3)n2)ccc1F	92	75	74	83	91	79	95	101
Cc1ccc(-n2nc(C(=O)O)c(N3CCCC3)n2)cc1	90	88	105	92	110	96	97	104
CCN(CC)CCCC(C)Nc1nncc2cc(Cl)ccc12 (stereo not drawn)	113	111	111	102	x	112	134	107

Main list, previewed entries included:
SMILES	DU-145	OVCAR-4	NCI/ADR-RES	IGROV1	OVCAR-3	OVCAR-8	SK-OV-3	OVCAR-5
COc1cc(-c2nn(C(C)(C)C)cc2-c2ccnc(NCCCNS(=O)(=O)c3ccc(C(F)(F)F)cc3)n2)ccc1F	92	75	74	83	91	79	95	101
Cc1ccc(-n2nc(C(=O)O)c(N3CCCC3)n2)cc1	90	88	105	92	110	96	97	104
CCN(CC)CCCC(C)Nc1nncc2cc(Cl)ccc12 (stereo not drawn)	113	111	111	102	x	112	134	107
CC(=O)NNc1ccc([N+](=O)[O-])cc1	124	118	102	109	115	106	105	100
COc1ccc(N2C(=O)N(c3ccc(SC)cc3)C(=N)C2=S)cc1	91	91	102	92	106	91	65	85
Clc1ccc(-c2[nH]ncc2-c2c[nH]c3ccccc23)cc1	106	93	95	97	105	102	101	95
COc1ccc(Nc2nc(/N=C/c3ccc(O)cc3)n[nH]2)cc1	124	111	107	109	123	109	118	114
O=C(CSc1nc2ccccc2[nH]1)c1cc2cc(Br)ccc2o1	109	103	99	99	111	97	88	105
O=S(=O)(NC1c2ccccc2Oc2ccccc21)c1ccc(Br)cc1	104	79	92	90	98	90	100	99
CC1=CC(C)(C)NC(=S)N1c1ccc([N+](=O)[O-])cc1	116	88	109	93	99	106	93	95
Cc1nc(N)[nH]c(=O)c1CCCNc1ccc(CCCCC2(CCl)OCCO2)cc1	98&112	95&81	98&104	102&136	102&110	99&101	105&107	100&112
COc1cc(/C=C\c2cc(/C=C\c3ccc(O)c(OC)c3)n(C(=O)CNc3ccc(F)c(Cl)c3)n2)ccc1O	93	79	90	103	96	78	108	120
COC(=O)[C@]12CC[C@@H](C)[C@H](C)[C@@H]1C1=CC[C@@H]3[C@@]4(C)C=C(O)C(=O)[C@@]5(C)COC(=C54)C[C@@]3(C)[C@]1(C)CC2	-81*	-39*	-43*	-23*	-92*	-20*	-21*	-27*
CN(C)c1cccc(-c2ccc(S(=O)(=O)Nc3ccc4c(c3)N(C(=O)C3CC3)CCC4)cc2)c1	94	x	76	89	82	78	70	93
O=C1OCCOC(=O)N2CCN(CC2)C(=O)OCCOC(=O)N2CCN1CC2	105	x	102	x	121	106	102	x
CC/C(=C(\c1ccc(OCCN2CCCCC2)cc1)c1ccc(OC(=O)C2CCCCC2)cc1)c1ccc(OC)cc1	113	104	111	112	113	101	95	93
Cc1ccc(CCO)cc1	113	100	108	109	107	108	98	96
N#CC1=C(N)Oc2cc3ccccc3cc2C1c1cc(=O)oc2ccc(Cl)cc12 (stereo not drawn)	107	101	104	100	105	100	104	107
C=C(C)[C@H]1CC/C(C)=C/CC[C@]2(C)O[C@H]2CC/C(COC(=O)[C@@H](OC(C)=O)[C@H](NC(=O)c2ccccc2)c2ccccc2)=C\[C@@H]1O	102	86	88	x	104	94	94	106
CC(C)(C)C1CCN(Cc2ccccc2)CC1	116	104	102	98	107	106	89	104
CCCCC[n+]1ccc(SCC(=O)N(C)c2ccccc2OC(F)(F)F)c2ccccc21	106	94	100	100	91	104	118	105
CCOC(=O)C(=CNc1cccc(Cl)c1)C(=O)OCC	98	110	89	103	101	101	107	108
NCCCNc1nc2ccccc2c2c(=O)c3cc(F)ccc3sc12	-23*	33	11	20	-16*	2.1*	x	27
CC(C)CC(=O)C(C)C(C)C (stereo not drawn)	109	x	91	94	107	105	101	104

Reprinted from the part before: 4 compounds, then new ones.
SMILES	DU-145	OVCAR-4	NCI/ADR-RES	IGROV1	OVCAR-3	OVCAR-8	SK-OV-3	OVCAR-5
CCCCC[n+]1ccc(SCC(=O)N(C)c2ccccc2OC(F)(F)F)c2ccccc21	106	94	100	100	91	104	118	105
CCOC(=O)C(=CNc1cccc(Cl)c1)C(=O)OCC	98	110	89	103	101	101	107	108
NCCCNc1nc2ccccc2c2c(=O)c3cc(F)ccc3sc12	-23*	33	11	20	-16*	2.1*	x	27
CC(C)CC(=O)C(C)C(C)C (stereo not drawn)	109	x	91	94	107	105	101	104
Cc1cn(-c2cc(NC(=O)c3cncc(C#Cc4c(N)ncc5ccc(F)cc45)c3)cc(C(F)(F)F)c2)cn1	71	80	79	33	84	65	88	46
COc1ccc2c(c1)O/C(=C\c1ccc(O)c(O)c1)C2=O	92	81	94	77	83	96	121	95
COc1ccc(CCN2C(CC(=O)c3ccccc3)CCCC2CC(=O)c2ccccc2)cc1 (stereo not drawn)	115	102	89	102	106	88	96	116
CCCCc1ccc(NC(=O)N(CCCl)N=O)cc1	106	108	115	97	105	97	95	104
CCCN(C(=O)Cc1c(F)cccc1Cl)c1c(N)n(Cc2ccccc2)c(=O)[nH]c1=O	111	96	102	135	112	112	106	98
O=C1c2ccccc2C23C(=C(Br)c4ccccc42)CCCN13 (stereo not drawn)	115	109	106	104	126	101	113	102
O=C(CCCCCCN1CC(=O)N2[C@@H](C3CCCCC3)c3[nH]c4ccccc4c3C[C@H]2C1=O)NO	80	85	105	29	71	54	71	67
CCCCCCCCCCCC(=O)C(CCCCCCCCCC)C(=O)Nc1ccccc1 (stereo not drawn)	104	102	102	89	112	103	108	101
C/C(=N\NC(N)=O)C1=C(O)C(C(C)C)NC1=O (stereo not drawn)	103	100	108	104	104	103	101	106
CC1=NN(c2cc(S(=O)(=O)O)ccc2Cl)C(=O)C1N=Nc1ccccc1 (stereo not drawn)	106	108	106	100	105	99	100	99
O[N+]1=CC=CCC1=S.On1ccccc1=S.[Zn]	-90*	-96*	-47*	-81*	-97*	-50*	-97*	-83*
CC(=O)/C(=C\n1c(=S)[nH]c2ccccc21)C(=O)Nc1ccccc1	101	99	98	95	108	104	97	95

Part of the list above, in markdown:
| SMILES | DU-145 | OVCAR-4 | NCI/ADR-RES | IGROV1 | OVCAR-3 | OVCAR-8 | SK-OV-3 | OVCAR-5 |
| --- | --- | --- | --- | --- | --- | --- | --- | --- |
| C=C(C)[C@H]1CC/C(C)=C/CC[C@]2(C)O[C@H]2CC/C(COC(=O)[C@@H](OC(C)=O)[C@H](NC(=O)c2ccccc2)c2ccccc2)=C\[C@@H]1O | 102 | 86 | 88 | x | 104 | 94 | 94 | 106 |
| CC(C)(C)C1CCN(Cc2ccccc2)CC1 | 116 | 104 | 102 | 98 | 107 | 106 | 89 | 104 |
| CCCCC[n+]1ccc(SCC(=O)N(C)c2ccccc2OC(F)(F)F)c2ccccc21 | 106 | 94 | 100 | 100 | 91 | 104 | 118 | 105 |

(further entries)
SMILES	DU-145	OVCAR-4	NCI/ADR-RES	IGROV1	OVCAR-3	OVCAR-8	SK-OV-3	OVCAR-5
Nc1c(C(=O)Nc2ccccc2)n(CCCc2ccccc2)c2nc3c(cc12)CCCC3	104	83	91	86	94	98	96	105
O=C1/C(=N/O)Cc2ccccc21	105	x	94	102	108	105	101	114
COC(=O)c1ccc(-n2cc(CCCOS(=O)(=O)c3ccc(F)cc3)nn2)cc1	107	94	106	102	107	96	102	99
CCOC(=O)CC1CSC(N/N=C/c2ccc(F)c(Br)c2)=N1 (stereo not drawn)	103	89	103	117	99	114	95	95
CC1=C(I)[C@@]2(CCCO)c3cc4c(cc3CC[C@@]2(C)[C@@H]1C)[nH]c1ccccc14	90	77	76	81	69	75	103	88
CCOC(=O)C(c1ccccc1)N1C(=O)c2ccccc2C1=O (stereo not drawn)	107	98	99	97	x	100	95	100
COCC(COC)c1nc2sc3cc(Cl)c(Cl)cc3n2c(=N)c1C#N	125	89	106	x	119	103	89	121
S=C(Nc1ccc(OCc2nc3ccc(Cl)cc3[nH]2)cc1)NC1CCCCC1	7.1*	11	-15*	7.2*	-3.3*	-10*	29	-13*
O=C(c1cc2ccccc2o1)c1ccc(Cl)cc1Cl	107	105	103	92	x	102	100	107
CNC(=O)NCC1OC(n2cnc3c(NC(=O)Nc4ccccc4)ncnc32)C2OC(=O)CC12 (stereo not drawn)	110	106	97	92	92	96	102	97
CCc1ccc(N2CCC(=O)NC2=S)cc1	110	96	105	101	104	101	109	105
CCOC(=O)c1c2ccc3cn[nH]c3c2c(C)n1C	101	93	x	95	106	97	97	x
COc1ccc(NC(=O)c2c(C)[nH]c(-c3nc4ccccc4[nH]3)c2C)cc1	104	101	101	93	111	104	x	102
O=C(N/N=C/c1ccc(Cl)cc1)N/N=C/c1ccc(Cl)cc1	x	103	102	96	88	106	104	93
COc1ccc(N2C(=O)CC(c3cc(OC)c(OC)c(OC)c3)C3C2=NC(=O)N3C)cc1 (stereo not drawn)	106	105	109	109	108	102	108	102
O=[N+]([O-])c1ccc(F)c(C(F)(F)F)c1	107	x	106	111	109	101	121	106
O=Cc1cc(-c2ccc3c4c(cccc24)C(=O)N(N2C(=O)c4cccc5cccc(c45)C2=O)C3=O)ccc1O	106	107	105	94	x	99	110	107
COc1ccc(-c2cc3c(cc2O)CC[C@@H]2[C@@H]3CC[C@]3(C)[C@@H](O)CC[C@@H]23)cc1	108	87	86	104	91	89	86	76
CC(C)CCSc1nc(NC2CC2)c(C#N)c(-c2ccccc2)n1	112	96	97	105	101	107	84	101
N#Cc1c(-c2ccccn2)nc(SCC(=O)c2ccc(Br)cc2)[nH]c1=O	110	112	114	108	104	106	106	105
O=S(=O)(c1ccccc1)N1C=C/C(=C\Cn2cc(-c3ccc(Br)cc3)nn2)CC1	106	52	92	92	109	95	x	138
O=C(c1ccccc1)C(Br)[N+](=O)[O-] (stereo not drawn)	105	104	101	103	101	84	80	96
CC(=O)N(c1cc(C)ccc1C)c1ccccc1[N+](=O)[O-]	121	99	101	110	120	97	112	109
NS(=O)(=O)Oc1ccc2c(C(=O)c3ccc(OCCN4CCCCC4)cc3)c(-c3ccc(O)cc3)sc2c1	102	108	102	90	94	94	96	98
COc1ccc(C(=O)c2ccc3[nH]c(=O)nc(N)c3c2)cc1OC	115	104	104	139	115	107	112	111
Cc1ccc(/C=N/NC(=O)CSc2nc3ccccc3c(=O)n2Cc2ccc(S(N)(=O)=O)cc2)cc1	105	106	97	96	80	94	103	96
CCN1C(=O)N(CC)C2SC(N/N=C/c3ccc(OC)cc3)=NC21 (stereo not drawn)	11	69	3.0*	23	-13*	26	62	37
C/C(=N/O)c1ccc(N2C(=O)c3ccc(C(=O)O)cc3C2=O)cc1	108	98	104	100	x	103	95	99
O=C(CNc1nc(-c2ccccc2)cs1)Nc1cccc([N+](=O)[O-])c1	-99*	-46*	-61*	-47*	-45*	-11*	-22*	-93*
C/C(=C/c1c(O)n(C)c2ccccc12)N=O	91	88	97	83	97	101	92	96
C=CCNC(=S)NN	93	97	83	45	97	71	98	70
O=C(Nc1ccc(Cl)cc1)Nc1ccc(Oc2nncc3ccccc23)cc1	11	-21*	38	8.2*	-63*	19	57	-16*
COc1ccc(-n2nc(C(=O)O)nc2-c2cc(OC)c(OC)c(OC)c2)cc1	117	111	105	102	115	100	x	111
CC(C)[C@@H](NS(=O)(=O)N(c1cccc(F)c1)C1CCN(Cc2ccc(O)cc2)CC1)C(=O)O	107	103	85	79	104	97	93	84
CC1(C)COC(c2cccc([N+](=O)[O-])c2)OC1	108&123	116	105&116	110&101	100	106&97	109&105	102&103
O=C(CCl)Nc1ccc([N+](=O)[O-])cc1[N+](=O)[O-]	90	91	99	94	95	101	112	101
CCOC(=O)c1sc2ncc(-c3ccc(OC)cc3)n2c1C	105	97	92	81	108	92	79	105

Single records, from the list above.
Shown for CCN1C(=O)N(CC)C2SC(N/N=C/c3ccc(OC)cc3)=NC21 (stereo not drawn) → DU-145 = 11; OVCAR-4 = 69; NCI/ADR-RES = 3.0*; IGROV1 = 23; OVCAR-3 = -13*; OVCAR-8 = 26; SK-OV-3 = 62; OVCAR-5 = 37
Shown for O=C(Nc1ccc(Cl)cc1)Nc1ccc(Oc2nncc3ccccc23)cc1 → DU-145 = 11; OVCAR-4 = -21*; NCI/ADR-RES = 38; IGROV1 = 8.2*; OVCAR-3 = -63*; OVCAR-8 = 19; SK-OV-3 = 57; OVCAR-5 = -16*

Source: PubChem

Compounds were not picked by outcome; overall some 9.5% were active at least once.
